# High-throughput results: PubChem, National Center for Advancing Translational Sciences (NCATS)
# ERG-DNA inh – ERG Ets/DNA interaction inhibition. fluorescence polarization, His-ERG Ets domain / labelled DNA. P11308. AID 624246. Potency, µM (series often up to 76.9 µM), inactives show top-dose FP activity, negative = inhibition, most hits filed as inhibitors. 370,000 compounds, 0.028% hits; active = well fitted inhibition curve with a large enough effect in the polarisation, with a control signal flat; inconclusive = small, poorly fitted or top-dose-only effect, or effect the other way, or a change in a side signal; inactive = no such curve, though single readings can be large or run the other way; the % refers to the polarisation;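 note: polarization taken with two DNA probes labelled with fluorescein and Texas red; potency is the fitted concentration of half-maximal effect; % of control where 0% means no effect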
#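 His-tagged ERG Ets domain (1 uM in the protein solution; 300mM KCl, 50mM Tris-HCl, 1mM EDTA, 1mM DTT, pH 7.5) received compound, then a probe mix of 5 nM fluorescein-DNA and 100nM Texas-615-DNA. Fluorescence polarization was read for both dyes.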
# LDHA inh – LDHA (human) enzyme inhibition | purified LDHA, NADH/diaphorase-resazurin fluorescence; active compounds read low | 480,000 compounds, 0.15% hits | activity change, % (values are at about 110 or 230 µM) | P00338 | AID 1347041; in the data active = activity change below about -30%; inconclusive = mostly about -25% to -30%;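 note: plate controls were DMSO wells for no effect and wells without enzyme for full effect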
#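 Human LDH5 at 2 nM final in Tris HCl pH 7.4 with 0.06 mM NADH and 0.2 mM pyruvate, reacted 5 minutes at room temperature. Remaining NADH coupled via diaphorase/resazurin; resorufin fluorescence read at 0 and 20 minutes, normalized to enzyme-free and DMSO wells.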
# POLB inh – blocks human DNA polymerase beta activity. Pol beta primer extension/strand displacement, fluorescence kinetic. Potency, µM (highest dose often 114 µM), for the others: at the top dose activity change, negative = inhibition, actives largely listed as inhibitors. 340,000 compounds, 1.3% hits. AID 485314; note: potency is the fitted concentration of half-maximal effect; % is set by controls: 0 for no effect and ±100 for the full control effect
#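 Preincubation: enzyme (10 nM) with compound, 15 min, RT. Reaction: substrate added to 50 nM final. Reads: 0 and 10 min. Analysis: normalized, Hill fit.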
# ALOX12 inh – ALOX12 (human) lipoxygenase inhibition | P18054 | purified 12hLO, xylenol orange hydroperoxide absorbance | Potency, µM (doses to about 108 µM), for inactives: top-dose activity change, negative = inhibition, actives largely listed as inhibitors | 580,000 compounds, 1.1% hits | AID 1671190; note: potency is the fitted concentration of half-maximal effect; % is set by controls: 0 for no effect and ±100 for the full control effect
#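 Purified human 12hLO (150 nM final) in 25 mM Hepes, 0.01% Triton X-100, pH 7.0 was preincubated 15 min at room temperature with compound. Then 40 uM arachidonic acid was added, 30 min. Hydroperoxide was read by Fe-XO absorbance ratio 573/405 nm.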
# RGS4 inh – blocks human RGS4-accelerated GTP hydrolysis; P49798; Transcreener GDP fluorescence polarization, RGS4-accelerated GTP hydrolysis; Potency, µM (doses to about 114 µM), without a hit: top-dose activity change, negative = inhibition, hits mostly inhibitors; 390,000 compounds, 0.039% hits; AID 504845; note: potency is the fitted concentration of half-maximal effect; % is set by controls: 0 for no effect and ±100 for the full control effect; nearly all actives have a fitted effect of over 75% in size; some results filed as inactive show a strong effect at the top dose
#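 MLSMR compounds (23 nl, pin-transferred) preincubated 10 min at room temperature with a 500nM (2x) first reagent, then RGS4 at 900nM (2x) plus Transcreener GDP mix added; fluorescence polarization (620/688 nm) read before and after 90 min at 30 °C.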
# Pol kappa inh – DNA polymerase kappa (human) inhibition; purified Pol kappa, fluorescent DNA synthesis assay, 10 min; Q9UBT6; Potency, µM (series often up to 107 µM), for inactives: at the highest dose activity, negative = inhibition, most hits filed as inhibitors; 400,000 compounds, 0.53% hits; note: potency is the fitted concentration of half-maximal effect; % is set by controls: 0 for no effect and ±100 for the full control effect
#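 Here, compound and 10 nM enzyme are combined for 15 min at room temperature; adding 50 nM substrate (final) starts DNA synthesis, tracked by fluorescence at 0 and 10 min against buffer-only wells.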
# POLH inh – blocks human DNA polymerase eta activity; Q9Y253; recombinant Pol eta, fluorescent DNA replication assay; Potency, µM (top dose mostly 114 µM), without a hit: at the highest dose activity change, negative = inhibition, actives largely listed as inhibitors; 390,000 compounds, 1.2% hits; AID 588591; note: potency is the fitted concentration of half-maximal effect; % is set by controls: 0 for no effect and ±100 for the full control effect
# Target sequence (Q9Y253 whole entry, looked up): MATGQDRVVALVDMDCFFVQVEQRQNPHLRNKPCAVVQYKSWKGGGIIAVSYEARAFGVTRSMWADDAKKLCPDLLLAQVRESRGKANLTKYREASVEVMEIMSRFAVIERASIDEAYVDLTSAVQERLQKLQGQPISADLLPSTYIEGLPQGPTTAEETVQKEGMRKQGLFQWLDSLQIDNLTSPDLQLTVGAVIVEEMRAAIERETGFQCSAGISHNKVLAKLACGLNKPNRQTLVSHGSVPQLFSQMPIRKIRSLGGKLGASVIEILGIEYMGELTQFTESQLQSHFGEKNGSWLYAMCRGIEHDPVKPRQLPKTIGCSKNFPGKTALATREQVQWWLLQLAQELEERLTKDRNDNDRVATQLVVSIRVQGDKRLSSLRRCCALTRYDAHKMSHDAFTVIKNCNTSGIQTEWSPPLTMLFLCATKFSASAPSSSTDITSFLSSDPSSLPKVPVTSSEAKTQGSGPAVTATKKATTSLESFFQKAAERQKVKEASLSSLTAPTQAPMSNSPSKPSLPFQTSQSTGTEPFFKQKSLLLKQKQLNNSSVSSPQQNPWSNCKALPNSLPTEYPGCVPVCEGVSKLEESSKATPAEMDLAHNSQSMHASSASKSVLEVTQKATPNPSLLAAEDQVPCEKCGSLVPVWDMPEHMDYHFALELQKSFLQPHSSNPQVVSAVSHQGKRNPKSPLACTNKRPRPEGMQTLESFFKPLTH
#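 Pol eta (10 nM) was preincubated with compounds for 15 min at room temperature, after which fluorescent replication substrate (50 nM final) was added to start the reaction. Fluorescence was read kinetically at 0 and 10 min.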
# APEX1 inh – APE1 (human) endonuclease inhibition; P27695; recombinant APE1, TAMRA/BHQ-2 abasic DNA cleavage fluorescence; Potency, µM (doses to about 65.8 µM), without a hit: at the top dose activity change, negative = inhibition, most hits filed as inhibitors; 350,000 compounds, 0.35% hits;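 note: potency is the fitted concentration of half-maximal effect; plate controls were vehicle for no effect and reference inhibitor for full effect; nearly all actives have a fitted effect of over 55% in size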
# Target sequence (P27695 whole entry, looked up): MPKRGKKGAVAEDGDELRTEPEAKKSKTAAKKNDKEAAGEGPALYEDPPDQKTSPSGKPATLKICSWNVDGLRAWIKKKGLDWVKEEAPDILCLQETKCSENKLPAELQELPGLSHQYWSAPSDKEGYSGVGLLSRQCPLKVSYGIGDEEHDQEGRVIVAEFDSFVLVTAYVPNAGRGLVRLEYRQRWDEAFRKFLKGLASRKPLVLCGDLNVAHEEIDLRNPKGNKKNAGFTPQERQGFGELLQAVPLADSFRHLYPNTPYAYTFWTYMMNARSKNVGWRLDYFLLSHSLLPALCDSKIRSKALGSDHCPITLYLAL
#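 Incision of a quenched TAMRA/BHQ-2 THF abasic-site duplex (50 nM) by 0.75 nM APE1, after 15 min compound preincubation, measured as fluorescence increase over three 60 s reads. Values normalized to buffer, DMSO and NSC13755 control wells.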
# Apoferritin bind – binds horse apoferritin like a general anesthetic | apoferritin/1-aminoanthracene competitive binding, fluorescence | Potency, µM (series often up to 77.5 µM), for inactives: at the highest dose activity change, negative = displacement, actives largely listed as inhibitors | 350,000 compounds, 0.074% hits; note: potency is the fitted concentration of half-maximal effect; % is set by controls: 0 for no effect and ±100 for the full control effect; nearly all actives have a fitted effect of over 20% in size
#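 Probe: 1-aminoanthracene (50% saturated, PBS). Protein: horse-spleen apoferritin, 10 uM. Incubation: 10 min, room temperature. Detection: 380 nm excitation, 535 nm emission. Analysis: normalized response, four-parameter Hill.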
# * hit, by the source's call; ? = inconclusive; / = not tested or not shown; [ ] = remark or other dose. Unless noted, calls come from the whole dose curve; as a rule, active = well fitted curve in the direction sought with a large enough effect; inconclusive = small, poorly fitted or top-dose-only effect, or another doubt; inactive = no such curve, though single readings can be large; an effect the other way counts as inactive or inconclusive. These rows are one share of the data (hit frequency here may not be typical).
SMILES,ERG-DNA inh,LDHA inh,POLB inh,ALOX12 inh,RGS4 inh,Pol kappa inh,POLH inh,APEX1 inh,Apoferritin bind
CCOC(=O)N1CCC(NC(=O)CCc2c(C)nc3c(c(C)nn3C(C)(C)C)c2C)CC1,-4%,5,?,-26%,30%,-16%,-9%,1%,-2%
O=C(CSc1nnc(-c2ccccc2)o1)NC1CCS(=O)(=O)C1 (stereo not given),2%,-6,6%[57.1 µM],-7%,4%,-8%,-1%,6%,-8%
Cc1cc(C)c(S(=O)(=O)Nc2c(C)n(C)n(-c3ccccc3)c2=O)cc1[N+](=O)[O-],6%,-1,-26%,13%,9%,3%,-10%,50%,-7%
C=CCn1c(COc2ccc3c(c2)CCCC3)nnc1SCC(=O)Nc1cccc(SC)c1,-9%,-6,-10%,17%,32%,-7%,-19%,-2%,125%[activator]
Cc1ccc(C(=O)OCC(=O)NCC2CCCO2)c(C)c1 (stereo not given),-7%,-2,23%,6%,-16%,-1%,-14%,2%,-2%
COc1ccccc1NC(=O)CCCc1c[nH]c2ccccc12,1%,6,1%,-1%,-27%,5%,-22%,-1%,0%
CCCCN(CC)CCCNC(=O)c1cc2c(=O)n(CC)c3ccccc3c2s1,13%,3,11%,-29%,21%,-8%,-3%,-2%,-7%
CCOc1ccc(Br)cc1S(=O)(=O)Nc1cccc(S(=O)(=O)N(C)C)c1,43%[activator],-6,2%,18%,4%,-5%,?,-3%,-9%
CC(C)(C)NS(=O)(=O)c1ccc(CCC(=O)Nc2ccc3c(c2)OCO3)cc1,/,3,-1%,21%,11%,-10%,1%,-2%,-2%
O=C(CSc1nc(=O)[nH]c2c1CCCC2)Nc1ccc(Cl)c(Cl)c1,-1%,-3,0%,-31%,16%,-7%[60.1 µM],-2%,/,-11%
COc1ccc(CCNC(=O)CCc2nc3ccccc3[nH]2)cc1OC,8%,0,3%,-16%,11%,9%,0%,13%,-2%
O=C(O)c1cccc(S(=O)(=O)N(Cc2ccccc2)c2cccc(C(F)(F)F)c2)c1,9%,-2,0%,-2%,-2%[56.9 µM],-2%,-13%,21%,-5%
COc1ccc(CNCc2cccc(OC)c2OC)cc1Br,-3%,-16,5%,-22%,-13%[56.9 µM],0%,-14%,4%,-6%
COc1ccc(NC(=O)C2CCCN(S(=O)(=O)c3ccc(C)cc3)C2)cc1OC (stereo not given),13%,5,1%,0%,-10%,-3%,-14%,0%,8%
O=C(O)c1ccc(/C=N/NC(=O)c2ccc(NS(=O)(=O)c3cccs3)cc2)cc1,-13%,-2,-15%,12%,-17%[56.9 µM],-14%,-25%,-6%,-5%
CC(C)C(NC(=O)OCc1ccccc1)C(=O)O (stereo not given),1%,2,35%,0%,-26%,-1%,-21%,7%,-5%
CC(C)C(=O)NCCc1nc2ccccc2n1CCOc1ccccc1,9%,-7,2%,-20%,3%,-7%,-23%,4%,0%
COc1ccccc1/C=C1\NC(=S)N(CC2CCCO2)C1=O (stereo not given),/,-5,-12%,6%,5%,-7%,-2%,5%,?
Cc1cc(S(=O)(=O)NCCc2csc(-c3cccc(F)c3)n2)ccc1F,-4%,0,-1%,-22%,-15%,-2%[60.1 µM],?,/,-11%
O=C(CCC(=O)c1ccc(Br)cc1)Nc1cccnc1,12%,-3,36%,-2%,-10%,10%,-9%,-6%,-21%
CCCN(CCC)CCNC(=S)Nc1ccc2nc3n(c(=O)c2c1)CCCCC3,-5%,-7,2%,-20%,-2%,1%,-13%,-2%,-12%
CN(C(=O)c1ccc(NC(=O)Cc2cccc(NC(=O)C3CCCN(C(=O)C4CCC4)C3)c2)cc1)C1CCCC1 (stereo not given),-2%,-8,/,-1%,12%,-2%,-22%,5%,/
O=C(O)c1ccc(CS(=O)c2cccc(C(F)(F)F)c2)o1 (stereo not given),1%,-5,-3%,0%,11%,-3%,-11%,-3%,?
COc1ccc(CN2CCN(C(=O)c3ccccc3F)CC2)c(OC)c1OC,5%,-10,/,0%,-1%,-6%,-1%,/,/
Cc1ccc(S(=O)(=O)/N=C(\c2ccccc2)N(C)S(=O)(=O)c2ccccc2)cc1,0%,0,24%,-8%,?,-5%,-12%,25%,3%
Cc1cc(S(=O)(=O)C(CNC(=O)c2ccc(OC(C)C)cc2)c2cccs2)ccc1F (stereo not given),-4%,-13,11%,-14%,20%,-15%[60.1 µM],?,/,58%[activator]
CN(C)C(=O)CCc1ccc2c3c([nH]c2c1)[C@]1(CCc2ccccc2)[C@@H](C(=O)N2CCCCC2)C[C@H](CC(=O)NCCC2=CCCCC2)C(=O)N1CC3,10%,2,/,8%,12%,1%,-9%,-16%,/
Cc1ccc(C)c(OCc2nnc(SCC(=O)NC(=O)NCc3ccco3)o2)c1,-7%,-3,?,/,-19%,-1%,-2%,?,-15%
Cc1c(NC(=O)c2cc(CC(C)C)on2)c(=O)n(-c2ccccc2)n1C,3%,-4,23%,-5%,19%,-7%,-6%,-1%,-2%
C=CCN(C)CCCCCCOc1ccc(C(=O)c2ccc(Br)cc2)c(F)c1,/,-2,/,/,/,2%[60.1 µM],/,1%,?
Cc1ccc(CN(Cc2ccccn2)C(=O)Nc2c(F)cccc2F)cc1,1%,-12,14%,9%,-19%,-12%,-9%,16%,-2%
Cc1cc(Cl)ccc1OCCCC(=O)NCCCn1ccnc1,-6%,-1,8%,46%[activator],-11%,8%,-3%,-2%,-3%
CCN(CC)S(=O)(=O)c1ccc(C)c(NC(=O)c2cc(C)oc2C)c1,2%,0,-23%,16%,-19%,-21%,-5%,-5%,-11%
CCOC(=O)c1c(C)[nH]c(C)c1C(=O)COC(=O)c1c(OC)cccc1OC,9%,-1,3%,-14%,12%,-14%,-8%,1%,-18%
O=C(c1ccccc1F)N1CCN(Cc2nc3sc4c(c3c(=O)[nH]2)CCCC4)CC1,19%,-7,2%,-8%,23%,-3%,-19%,4%,1%
CC1CCN(S(=O)(=O)c2ccc(C(=O)N3CCN(c4ccccc4F)CC3)cc2)CC1,9%,1,?,?,-17%,8%,-17%,-3%,?
COc1cc(NC(=O)CN2C(=O)c3ccccc3C2=O)c(C(=O)O)cc1OC,-2%,-1,24%,215%[activator],-5%,?,-7%,17%,-7%
Nc1cc2c(cc1[N+](=O)[O-])-c1ccccc1C2=NO,/,-7,/,-29%,-13%,-26%,?,/,/
Cc1ccc(Cn2c(=O)n(Cc3ccccc3)c(=O)c3c(C)c(C)sc32)cc1,11%,-12,1%,-12%,-2%,-9%,/,/,-5%
O=c1cc(COc2ccc(Cl)c(Cl)c2)nc2sccn12,6%,-11,-1%,5%,-1%,-10%,5%,4%,3%
c1ccc(N=P(c2nc3ccccc3o2)(N2CCOCC2)N2CCOCC2)cc1,/,3,5%,0%,32%,-15%,-3%,13%,36%

# Entries listed so far containing an NH in an aromatic ring:
SMILES,ERG-DNA inh,LDHA inh,POLB inh,ALOX12 inh,RGS4 inh,Pol kappa inh,POLH inh,APEX1 inh,Apoferritin bind
COc1ccccc1NC(=O)CCCc1c[nH]c2ccccc12,1%,6,1%,-1%,-27%,5%,-22%,-1%,0%
O=C(CSc1nc(=O)[nH]c2c1CCCC2)Nc1ccc(Cl)c(Cl)c1,-1%,-3,0%,-31%,16%,-7%[60.1 µM],-2%,/,-11%
COc1ccc(CCNC(=O)CCc2nc3ccccc3[nH]2)cc1OC,8%,0,3%,-16%,11%,9%,0%,13%,-2%
CN(C)C(=O)CCc1ccc2c3c([nH]c2c1)[C@]1(CCc2ccccc2)[C@@H](C(=O)N2CCCCC2)C[C@H](CC(=O)NCCC2=CCCCC2)C(=O)N1CC3,10%,2,/,8%,12%,1%,-9%,-16%,/
CCOC(=O)c1c(C)[nH]c(C)c1C(=O)COC(=O)c1c(OC)cccc1OC,9%,-1,3%,-14%,12%,-14%,-8%,1%,-18%
O=C(c1ccccc1F)N1CCN(Cc2nc3sc4c(c3c(=O)[nH]2)CCCC4)CC1,19%,-7,2%,-8%,23%,-3%,-19%,4%,1%

# An excerpt from above, reduced to Pol kappa inh and ERG-DNA inh.
SMILES	Pol kappa inh	ERG-DNA inh
COc1ccccc1NC(=O)CCCc1c[nH]c2ccccc12	5%	1%
CCCCN(CC)CCCNC(=O)c1cc2c(=O)n(CC)c3ccccc3c2s1	-8%	13%
